# mHtt clearance – mutant huntingtin protein clearance; HeLa Exon1htt(103Q)mCFP, aggregate imaging; zero = plate's median compound well; inhibition, % at 1.5 µM; 47,000 tested, 0.42% active; AID 853;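 active = inhibition of aggregate fluorescence above about 70%, also judged a hit by eye on the cell image, limit read from the data, passing the limit was not always enough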;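 note: cells exposed to compound for three days before fixation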
# mHtt clearance grain fraction – second read-out of mHtt clearance, no call of its own (marks repeat the call); fraction fluorescence in grains; measured here: aggregate grain fluorescence fraction; active compounds read low;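 scaled fraction of total cell fluorescence in grains with unit not stated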
# * marks the source's active call; other numbers are inactive results. This is a subset (hit frequency here may not be typical).
# Below each compound – mHtt clearance | mHtt clearance grain fraction
COC(=O)CCC(=O)c1oc2ccccc2c1NC(=O)CCCN1C(=O)c2ccccc2C1=O
    30.9 | 27.8
C/C=C/c1ccc(OCCn2cncn2)c(OC)c1
    -37.2 | 26.2
COc1ccc(OC)c(NC(=O)c2nnn(Cc3ccc(Br)cc3F)c2N)c1
    62.2 | 11.7
COC(=O)C1(Cc2ccccc2)NC(c2ccccc2C)C2C(=O)N(c3ccc4c(c3)OCO4)C(=O)C21 (stereo unspecified)
    9.8 | 16.4
CCc1ccc(NC(=O)N(CCCN2CCOCC2)Cc2cccs2)cc1
    2.5 | 40
CC1SC(c2cccc(Cl)c2)NC1=O (stereo unspecified)
    -52.1 | 57.8
CCOc1ccc(S(=O)(=O)N2CCN(c3ccc(C)cc3C)CC2)cc1
    12.0 | 29.4
CNCc1ccccc1OCC(=O)Nc1ccccc1
    32.7 | 15.9
COc1ccc(OC)c(S(=O)(=O)N2CCC(C(=O)Nc3cccc(C)c3C)CC2)c1
    -27.7 | 56.1
CCNC(=O)CC1C(=O)N(c2cccc(OC)c2)C(=O)N1CCOC (stereo unspecified)
    -44.6 | 25.8
O=C(CCc1ccc(S(=O)(=O)NCCc2ccccc2)cc1)Nc1ccc2c(c1)OCO2
    -472.2 | 185
CSc1nccn1CC(=O)Nc1ccc(F)cc1
    19.8 | 29.7
CCP(=O)(c1ccccc1)C(C)(C)O (stereo unspecified)
    22.6 | 32.6
CNc1nnc(CSc2nc(C)cc(C)n2)s1
    5.0 | 16.1
Fc1cc2nccnc2cc1N1CCSCC1
    34.5 | 24.5

# The closing 5 entries of the section before are carried over, then new ones follow.
# Below each compound – mHtt clearance | mHtt clearance grain fraction
O=C(CCc1ccc(S(=O)(=O)NCCc2ccccc2)cc1)Nc1ccc2c(c1)OCO2
    -472.2 | 185
CSc1nccn1CC(=O)Nc1ccc(F)cc1
    19.8 | 29.7
CCP(=O)(c1ccccc1)C(C)(C)O (stereo unspecified)
    22.6 | 32.6
CNc1nnc(CSc2nc(C)cc(C)n2)s1
    5.0 | 16.1
Fc1cc2nccnc2cc1N1CCSCC1
    34.5 | 24.5
CC1(C)CC(=O)c2cn3c(nc2C1)nc1ccccc13
    4.5 | 35.4
Cc1c(-c2cccs2)[n+](=O)c2c(n1[O-])CCC2
    23.2 | 29.3
CCN(CC)CCCNc1oc(-c2ccc(OC)c(OC)c2)nc1C#N
    9.9 | 31.2
CCOC(=O)c1[nH]c2ccccc2c1NC(=O)COC
    7.1 | 43.6
O=C(CCc1nc(-c2ccccc2F)no1)NCCc1ccccc1Cl
    14.8 | 15.7
CC1(C)Cc2ccccc2-c2nc(-c3ccccc3)oc(=O)c21
    39.6 | 12.2
COc1cc(/C=N/NC(=O)c2cccc([N+](=O)[O-])c2)ccc1OCc1ccccc1
    10.4 | 19.2
O=C(NCCc1ccccc1)c1ccc(Cl)nc1
    39.1 | 12.2
CC(C)C(=O)Nc1cc(=O)[nH]c2ncnn12
    -0.1 | 42.2
c1ccc(-c2nnc(-c3ccccc3)c(-c3c[nH]c4ccccc34)n2)cc1
    -1.6 | 40.2
CC(C(=O)NCCC1=CCCCC1)N1C(=O)c2ccccc2C1=O (stereo unspecified)
    -51.0 | 51.6
O=C(NCc1cccnc1)c1cccc(Cl)c1
    -1.9 | 29.8
CCN(C(=O)CSc1nc2nc(C)cc(C)n2n1)c1ccccc1
    56.9 | 12.9
COc1cccc(C=Nc2cccnc2)c1O
    -15.5 | 38.7
Cc1nc(CNS(=O)(=O)c2cccnc2)cs1
    -3.1 | 20

# Sorted by molar mass (rising): part of the list above
# Below each compound – mHtt clearance | mHtt clearance grain fraction
CC(C)C(=O)Nc1cc(=O)[nH]c2ncnn12
    -0.1 | 42.2
O=C(NCCc1ccccc1)c1ccc(Cl)nc1
    39.1 | 12.2
CC(C(=O)NCCC1=CCCCC1)N1C(=O)c2ccccc2C1=O (stereo unspecified)
    -51.0 | 51.6
c1ccc(-c2nnc(-c3ccccc3)c(-c3c[nH]c4ccccc34)n2)cc1
    -1.6 | 40.2
CCN(CC)CCCNc1oc(-c2ccc(OC)c(OC)c2)nc1C#N
    9.9 | 31.2

# Looked up above.
# CC(C(=O)NCCC1=CCCCC1)N1C(=O)c2ccccc2C1=O (stereo unspecified) @ mHtt clearance: -51.0
# Cc1c(-c2cccs2)[n+](=O)c2c(n1[O-])CCC2 @ mHtt clearance grain fraction: 29.3
# c1ccc(-c2nnc(-c3ccccc3)c(-c3c[nH]c4ccccc34)n2)cc1 @ mHtt clearance grain fraction: 40.2
# CC1(C)CC(=O)c2cn3c(nc2C1)nc1ccccc13 @ mHtt clearance: 4.5
# COc1cccc(C=Nc2cccnc2)c1O @ mHtt clearance grain fraction: 38.7
# O=C(NCCc1ccccc1)c1ccc(Cl)nc1 @ mHtt clearance: 39.1

# Grouped by structure: those above with an NH in an aromatic ring (3)
# Below each compound – mHtt clearance | mHtt clearance grain fraction
CCOC(=O)c1[nH]c2ccccc2c1NC(=O)COC
    7.1 | 43.6
CC(C)C(=O)Nc1cc(=O)[nH]c2ncnn12
    -0.1 | 42.2
c1ccc(-c2nnc(-c3ccccc3)c(-c3c[nH]c4ccccc34)n2)cc1
    -1.6 | 40.2

# (more compounds)
# Below each compound – mHtt clearance | mHtt clearance grain fraction
COc1cccc(C2=NOC(C(=O)N3CCc4ccccc4C3)C2)c1 (stereo unspecified)
    31.1 | 22.2
CCCCc1ccc(NC(=O)CSCc2cc(=O)[nH][nH]2)cc1
    -1.0 | 18.8
Cc1ccc2c(c1)NC(=O)C(CC(=O)NCCCN1CCCCC1C)O2 (stereo unspecified)
    56.0 | 21.3
Cn1c(N2CCN(C(=O)NC34CC5CC(CC(C5)C3)C4)CC2)nc2ccccc21
    45.0 | 9.65
Cc1ccc(CNC(=O)C2CCCN(S(=O)(=O)c3c(C)n[nH]c3C)C2)cc1 (stereo unspecified)
    0.6 | 19.3
COc1ccc(NC(=O)CSc2nnc(-c3ccccn3)n2N)cc1Cl
    -19.7 | 48.2
c1csc(-c2nnc(-c3ccc(N4CCOCC4)cc3)o2)c1
    22.2 | 16.3
O=C(CN1CCC(n2nnc3cc(F)ccc32)CC1)NCc1ccco1
    65.0 | 12
CCc1c(C)nc2ncnn2c1N1CCC(C(=O)NCc2ccc3c(c2)OCO3)CC1
    -22.8 | 49.5
CCOCCn1c(SCc2ccc(C)cc2)nc2c1c(=O)[nH]c(=O)n2C
    35.7 | 21.6
CCOC(=O)CSc1nnc(CNC(=O)c2ccco2)n1C
    -23.2 | 22.4
CCC(=O)N1c2ccccc2C(N(C(C)=O)c2ccccc2)CC1C (stereo unspecified)
    -126.4 | 40.4
CS(=O)(=O)N(Cc1ccccc1F)c1ccccc1
    22.8 | 13.8
CCOC(=O)c1cc(NC(=O)c2ccoc2C)cc(C(=O)OCC)c1
    30.4 | 13.1
CC(C)c1ccc2oc(-c3ccc(N)cc3)nc2c1
    36.8 | 12.7

# The results go on:
# Below each compound – mHtt clearance | mHtt clearance grain fraction
COc1ccccc1OCCCn1c(=O)oc2ccc(C)cc21
    -71.5 | 35.7
CCN(CC)C(=O)C(C)N(C#N)c1nc(SC)nc(N(C)C)n1 (stereo unspecified)
    6.0 | 17.8
COc1ccc(N(C)C(=O)Nc2ccc3c(c2)nnn3C)cc1
    -1.5 | 19
CCOc1ccc(N2C(=O)NC(Cc3c[nH]c4ccccc34)C2=O)cc1 (stereo unspecified)
    27.8 | 12
COc1ccc(NC(=O)CSc2nnc(Cc3cccn3C)n2-c2ccc(F)cc2)cc1OC
    17.7 | 25.4
Cc1cc(C)n2c3c(c(C#N)c2n1)CCCC3
    -28.8 | 23.9
CCNc1nnc(CSc2nc3ccccc3s2)s1
    69.7 | 5.81
COC(=O)C1=C(N)Oc2cc(C)n(CC3CCCO3)c(=O)c2C1c1ccc(Cl)cc1 (stereo unspecified)
    -40.6 | 29.1
C=CCN(CC=C)c1nc2ccccc2nc1C(C#N)C(=O)OCCOC (stereo unspecified)
    25.1 | 15.2
O=C(Nc1c(C(=O)N2CCOCC2)cnn1-c1ccccc1Cl)c1ccco1
    -85.4 | 36.1
CCCOc1ccc(CSc2nnc(CCC)n2N)cc1
    8.4 | 37.3
Cc1ccc(Cn2nnc(C(=O)Nc3cc(C)ccc3C)c2N)cc1
    -33.9 | 59.1
Cc1cc(=O)oc(C)c1C(=O)OCC(=O)c1ccc2ccccc2c1
    -21.5 | 37.4
CC(=O)N1C(=O)C2(C(C#N)=C(N)Oc3cc(C)oc(=O)c32)c2ccccc21 (stereo unspecified)
    -47.9 | 27.4
C=CCn1c(N)cc(=O)nc1SCC(=O)NC(C)c1ccccc1 (stereo unspecified)
    23.4 | 14.5

# New compounds follow:
# Below each compound – mHtt clearance | mHtt clearance grain fraction
Cc1ccc(-c2nc(=S)c3c(n2CC2CCCO2)CC(C)(C)OC3)cc1 (stereo unspecified)
    10.8 | 21.1
COc1ccc(-c2nc(C#N)c(N3CC(C)OC(C)C3)o2)cc1OC (stereo unspecified)
    -3.9 | 20.5
COc1ccc(CNC(=O)C2CCN(S(=O)(=O)c3c(C)n[nH]c3C)CC2)cc1
    -42.0 | 46.5
Cc1ccc(-n2c(SCC(=O)NCc3ccco3)nnc2-c2cccnc2)cc1
    24.5 | 13.4
CCCNC(=O)Cn1cccc1C(=O)c1ccccc1
    -22.8 | 48.6
CC1CCCCC1NS(=O)(=O)c1ccc(-n2cnnn2)cc1 (stereo unspecified)
    1.1 | 36.4
COc1cc(NC(=O)c2ccco2)c(OC)cc1NC(=O)Nc1cccc(Cl)c1
    -40.1 | 43.1
CCOc1ccc2nc(NC(=O)C3CCCN(S(=O)(=O)c4cccs4)C3)sc2c1 (stereo unspecified)
    -160.3 | 102

# Screening data as filed in PubChem BioAssay.
